Source: PubChem BioAssay
SRC3 TRFRET art: flags TR-FRET format artefacts in PPARgamma SRC-3 recruitment agonist screen. TR-FRET ratio at 8 µM. 99,000 tested, 0.39% active. TR-FRET artefact counter-screen, PPARgamma/SRC-3 format; active compounds read high. AID 1048; in the data active means TR-FRET ratio above about 2000; further: inactives centre near 1600; reference of the scale not given here
SRC1 TRFRET art: flags TR-FRET format artefacts in PPARgamma SRC-1 recruitment agonist screen. 99,000 tested, 0.34% active. AID 1051. TR-FRET ratio at 8 µM. TR-FRET detection artefact counter-screen, emission ratio; active compounds read high; in the data active means TR-FRET ratio above about 2300; further: inactives centre near 1800; reference of the scale not given here
Active calls of the source: *. This is a subset; the hit share may differ from the screen's.

#	Compound	SRC3 TRFRET art	SRC1 TRFRET art
1	COc1cc(/C=N/N2C(=O)C3C4C=CC(CC4)C3C2=O)ccc1O (centres undefined)	1603	1853
2	O=C(N/C(=C\c1ccc(Cl)cc1)C(=O)N1CCOCC1)c1ccc([N+](=O)[O-])cc1	1512	1756
3	C=CCOc1cccc(C2C(C(=O)c3cccs3)=C(O)C(=O)N2Cc2cccnc2)c1 (centres undefined)	1937	2175
4	CC(C)NC(=S)NC1(C)CCS(=O)(=O)C1 (centres undefined)	1364	1678
5	CN(Cc1ccc(F)cc1)C(=O)COc1ccccc1-c1ccccc1	1581	2086
6	O=C(NCCCN1CCOCC1)c1sc2cc(F)ccc2c1Cl	1576	1870
7	Cc1ccc(C(C)C)c(OCc2nn(CC(=O)c3ccc(Cl)cc3)c3[n+]2CCCCC3)c1	1289	1614
8	CC(=O)N1CCCc2cc(S(=O)(=O)NCc3ccc(C)cc3)ccc21	1316	1937
9	c1cncc(Cc2cc3ccccc3[nH]2)c1	1439	1638
10	COc1ccc(/C=C(/NC(=O)c2ccc([N+](=O)[O-])cc2)C(=O)NCCCN(C)C)cc1	1332	1701
11	O=C(COc1ccccc1Br)Nc1ccccc1C(F)(F)F	1503	1933
12	O=C(CCSc1ccccc1)NCc1cccnc1	1240	1652
13	Cn1c(N)c(C(=O)CSc2nnc(-c3ccccc3F)n2C2CC2)c(=O)n(C)c1=O	1538	1863
14	O=C(CNC(=O)c1ccccc1)OCc1cc(=O)n2cc(Br)ccc2n1	1509	1658
15	Cc1nc2ccccc2c2oc(C(=O)N3CCc4ccccc43)cc12	1508	1533
16	Cc1ccc(Cn2nc3c(cc2=O)CCc2ccccc2-3)cc1	1487	1616
17	COc1ccc(/C=C/C(=O)c2cc(F)ccc2OC(=O)c2ccc(OC)c(OC)c2)cc1OC	1675	1997
18	Cc1ccc(NC(=O)CSc2nnc(CNC(=O)C34CC5CC(CC(C5)C3)C4)n2-c2ccc(F)cc2)cc1	1579	1867
19	CC(=O)c1cnc2ncnn2c1C	1535	2038
20	COc1ccc(C(=O)O)cc1NS(=O)(=O)c1cccc2nsnc12	1529	1769
21	CC1(C)N(O)CC(c2cccs2)=[N+]1[O-]	1622	1970
22	Cc1ccc(NC(=O)c2ccccc2[N+](=O)[O-])nc1	1416	1858
23	Cc1cccc(N2CN(Cc3cccnc3)CNC2=S)c1C	1449	1988
24	CC(C)C(=O)Nc1nc(-c2ccc([N+](=O)[O-])cc2)cs1	1627	1729
25	Cc1cccc(OCC(=O)Nc2ccc(C(=O)NCC(C)C)cc2)c1	1717	1941

Full records as entered above. Values in the order: SRC3 TRFRET art | SRC1 TRFRET art
COc1ccc(C(=O)O)cc1NS(=O)(=O)c1cccc2nsnc12 reads 1529 | 1769
COc1ccc(/C=C(/NC(=O)c2ccc([N+](=O)[O-])cc2)C(=O)NCCCN(C)C)cc1 reads 1332 | 1701
O=C(N/C(=C\c1ccc(Cl)cc1)C(=O)N1CCOCC1)c1ccc([N+](=O)[O-])cc1 reads 1512 | 1756

Sorted by number of heavy atoms (descending): 5 of the compounds above.
#	Compound	SRC3 TRFRET art	SRC1 TRFRET art
17	COc1ccc(/C=C/C(=O)c2cc(F)ccc2OC(=O)c2ccc(OC)c(OC)c2)cc1OC	1675	1997
8	CC(=O)N1CCCc2cc(S(=O)(=O)NCc3ccc(C)cc3)ccc21	1316	1937
1	COc1cc(/C=N/N2C(=O)C3C4C=CC(CC4)C3C2=O)ccc1O (centres undefined)	1603	1853
6	O=C(NCCCN1CCOCC1)c1sc2cc(F)ccc2c1Cl	1576	1870
21	CC1(C)N(O)CC(c2cccs2)=[N+]1[O-]	1622	1970

The results go on:
#	Compound	SRC3 TRFRET art	SRC1 TRFRET art
26	O=C(NC1CCN(CC(=O)N(c2ccccc2)c2ccccc2)CC1)c1ccc([N+](=O)[O-])cc1	1556	1553
27	OCC1(CC2CCCCO2)CCN(C/C=C/c2ccccc2)CC1 (centres undefined)	1547	1903
28	COCCNC(=O)CSc1nccn1Cc1ccc2c(c1)OCO2	1497	1760
29	COc1ccc(N2C(=O)CCC(C(=O)c3ccccc3)=C2C)cc1	1614	1859
30	CCN(CC)CCNC(=O)c1cc(Sc2nnc(C)s2)nc2ccccc12	1636	1811
31	O=C(c1ccc(Oc2ccc(C(F)(F)F)cc2[N+](=O)[O-])cc1)N1CCOCC1	1672	1531
32	O=C1CC(c2ccccc2)c2cc(O)ccc2O1 (centres undefined)	1684	2055
33	Cc1[nH]n(-c2ccccc2)c(=O)c1C=Nc1ccc(S(=O)(=O)Nc2nccs2)cc1	1743	1886
34	CCOc1ccc(NCc2nnc(SCc3ccc(Cl)cc3)n2-c2ccccc2)cc1	1514	1922
35	Cc1[nH]n(C2=NCCS2)c(=O)c1N=Nc1ccccc1	1671	1863
36	O=C(O)C1=C[C@@H](c2csc3ccccc23)C[C@@H](OCc2ccc(CO)cc2)O1	1610	1697
37	Cc1cc(/C=C2/NC(=O)N(Cc3ccccc3F)C2=O)c(C)n1C	1554	1719
38	Cn1c(Cn2c(=O)sc3ccccc32)nnc1SCC(=O)N1CCN(c2ccccc2)CC1	1761	1689
39	Cc1ccc(C(=O)Nc2ccc(CN3CCCCC3)cc2)c(C)c1	1550	1695
40	O=C(Nc1ccc(Cl)cc1)c1ccc2nsnc2c1	1458	1450
41	COc1ccc(NS(=O)(=O)c2cc(NC(=O)C3CCCO3)ccc2N2CCCCC2)cc1 (centres undefined)	1432	1617
42	COc1cc(C(=O)NCCCNc2nc3c(C)cc(C)cc3cc2C#N)cc(OC)c1OC	1511	1828
43	CC(C)(C)CN1CCNC(=O)C1CC(=O)N1CCC(C(=O)N2CCOCC2)CC1 (centres undefined)	1616	2151
44	Cc1cc(Cl)n2c(nc3cc(F)c(F)cc32)c1C#N	1754	1490
45	CC1(C)Cc2ccccc2C(=NCC(=O)O)N1	1484	1842
46	Cc1ccc2nnnc(-c3ccccc3)c2c1	1595	1908
47	CCc1ccc(C2=NN(CCC(=O)NCc3cccs3)C(=O)CC2)cc1	1548	1893
48	O=S(=O)(/C=C/c1ccccc1)N1CCN(Cc2ccc3c(c2)OCO3)CC1	1519	1901
49	CCn1cc(C(=O)NCc2ccc(Cl)cc2)c(=O)c2cc(S(=O)(=O)N3CCOCC3)ccc21	1598	1726
50	O=C(OCC(=O)N1CCc2ccccc2C1)c1cccs1	1440	1882
51	C=COCCNC(=S)Nc1ccccc1	1632	2020
52	O=C(/C=C/c1ccc(Br)cc1)NC(=S)Nc1ccc(S(=O)(=O)Nc2nccs2)cc1	1467	1702
53	COc1cccc(C(=O)C2CCCN(CC3=Cc4cc(OC)ccc4OC3)C2)c1 (centres undefined)	1817	1795
54	COc1ccc2cc(C3CC(c4ccco4)=NN3C(=O)CCC(=O)O)c(Cl)nc2c1 (centres undefined)	1721	1811
55	CC(C)c1ccccc1NC(=S)NCc1ccccc1F	1507	1597
56	O=C(N[C@@H](Cc1c[nH]c2ccccc12)C(=O)NC1CC1)c1ccccc1Cl	1384	1682
57	COc1ccc(C(=O)Nc2ccccc2NC(=O)c2ccco2)cc1OC	1651	1815
58	CS(=O)(=O)Nc1ccc(C(=O)NCCSCc2ccccc2)cc1	1434	1782
59	O=C(COc1cc(Cl)c(Cl)cc1Cl)NCCc1ccccn1	1618	1962
60	O=C(O)CC/C(=N\NC(=O)c1ccccc1Br)c1ccccc1	1634	1795
61	Cc1cc(Cl)ccc1C(=O)C1CCCN(C(=O)c2snnc2C)C1 (centres undefined)	1653	1784
62	COCCCN1CCc2[nH]c(=S)[nH]c(=O)c2C1	1733	1664
63	COc1ccc(NC(=O)CCS(=O)(=O)c2cccc3nonc23)c(OC)c1	1752	1655
64	O=C(OCc1nnc(-c2ccccc2)o1)c1cc(F)c(F)cc1Cl	1831	1829
65	CC(=C/c1ccco1)/C=N/NC(=O)c1nnn(-c2nonc2N)c1CN(C)C	1496	2002
66	C=CCNC(=S)N(CC=C)C1CCS(=O)(=O)C1 (centres undefined)	1407	1730
67	O=C(COc1ccc(Cl)cc1)NCC(=O)N/N=C/c1cccs1	1573	1747
68	CCNC(=S)N1CCN(c2cccc(C(F)(F)F)c2)CC1	1549	2120
69	CCOC(=O)/C=C/C(=O)Nc1ccccc1-c1ccccc1NC(=O)/C=C/C(=O)OCC	1396	1685
70	O=C(CN1C(=O)C2CC=CCC2C1=O)Nc1ccc(S(=O)(=O)N2CCOCC2)cc1 (centres undefined)	1256	1432
71	CCOc1ccc(OCCSc2nc(-c3ccccc3)cc(=O)[nH]2)cc1	1525	2166
72	COC(=O)c1ccc(NC(=O)NCCCl)cc1	1498	1542
73	COc1cc(C(=O)NCCSc2ccc(Br)cc2)cc(OC)c1OC	1657	2084
74	Cc1ccc(S(=O)(=O)NC(=O)c2cc(C)n(CC(c3ccccc3)N(C)C)c2C)cc1 (centres undefined)	1624	1876
75	S=C(Nc1ccc2nc(-c3ccccn3)c(-c3ccccn3)nc2c1)N1CCCCC1	1419	1878

Continuation.
#	Compound	SRC3 TRFRET art	SRC1 TRFRET art
76	O=C(CN1CCc2ccccc2C1)Nc1cc(S(=O)(=O)N2CCOCC2)ccc1N1CCOCC1	1451	1865
77	O=c1oc2cc(OCc3c(F)c(F)c(F)c(F)c3F)ccc2cc1-c1ccccn1	1705	2068
78	COC(=O)C1=C(O)/C(=C\c2cc(C)n(-c3ccc(F)cc3)c2C)N=C1C	1263	1567
79	Cc1ccc(CN(Cc2cc3cccc(C)c3[nH]c2=O)C(=S)NCCCN(C)C)cc1	1492	1808
80	CCOc1ccc(CN2CCCC(CNC(=O)c3ccc(F)cc3)C2)cc1CO (centres undefined)	1550	1582
81	CCOc1ccc2nc(NC(=O)CN3CCOCC3)sc2c1	1457	1729
82	CCOc1ccc(NC(=S)N2CCn3c(nc4ccccc43)C2)cc1	1458	1799
83	CCC(=O)Nc1ccc(C(=O)NNC(=O)COc2cccc(C)c2)cc1	1566	1855
84	Cc1cc(NC(=O)CN2CCN(Cc3ccccc3)CC2)nc2c1c(=O)oc1ccccc12	1507	1631
85	CCc1nnc(NS(=O)(=O)c2ccc(NC(=O)COc3ccc(Cl)c(C)c3)cc2)s1	1421	1935
86	CC(=O)N1C(=O)/C(=C2\SC(=S)N(NS(=O)(=O)c3ccc(C)cc3)C2=O)c2ccccc21	1518	1496
87	COCCOc1cc(NC(=O)c2cccc(OC)c2)c(Cl)cc1Cl	1816	1719
88	Cn1ncc(Cl)c1C(=O)N1CCOCC1	1558	1906
89	CC(C)(C)C(=O)c1cn(CC(=O)O)c2ccccc12	1562	1901
90	O=C(CSc1ccc(F)cc1)NCCSc1ccccc1	1584	1933
91	Cc1ccc(CNC(=O)CNC(=S)N(Cc2ccccc2)Cc2cccnc2)cc1	1377	1485
92	O=C(CSc1ccc2c(c1)OCCO2)Nc1ccc(N2CCOCC2)cc1	1534	1888
93	Cc1ccc(OCC(O)CN2CC3(C)CC2CC(C)(C)C3)cc1 (centres undefined)	1382	1696
94	COc1ccc(N2CCN(c3cc(C)c4ccc(O)cc4n3)CC2)cc1	1678	1820
95	CC(C)C[C@H](N)c1cn([C@@H](CCCCN)C(=O)N2CCNCC2)nn1	1568	1736
96	COCCOC(=O)c1[nH]c2c(c1C)C(=O)CC(c1cccs1)C2 (centres undefined)	1582	1847
97	Cc1oc(-c2cccc(F)c2)nc1CN1CCCCC1CCc1ccccn1 (centres undefined)	1494	1690
98	CC(C)NC(=O)CC(=O)N/N=C/c1c(F)cccc1Cl	1706	1691
99	NS(=O)(=O)c1cccc(NC(=O)CSc2nc3ccccc3c(=O)n2CCCN2CCOCC2)c1	1573	2019
100	NNC(=O)CSCc1ccc(Cl)cc1Cl	1772	1919
101	CC1(C)CC(=O)C/C(=N/NC(=O)C2CCN(S(=O)(=O)c3cccs3)CC2)C1	1468	1841
102	CC(=O)c1cccc(N2C(=O)Nc3ccccc3N2O)c1	1468	1713
103	CC1CCN(CCOCCOc2ccccc2Br)CC1	2002	1761
104	O=c1nc2n(c3ncccc13)CCCCC2	1577	1645
105	COc1ccc(N2CCN(C(=O)C3(C)CC3(Cl)Cl)CC2)cc1 (centres undefined)	1706	1851
106	Cc1nc2sc(C(c3ccco3)N3CCC(Cc4ccccc4)CC3)c(O)n2n1 (centres undefined)	1653	1927
107	COc1ccc(CCc2nnc(CCC(=O)N(C)Cc3ccnc4ccccc34)o2)cc1	1459	1627
108	COc1ccc(CN2CCN(C(=O)C3CCC(CNS(=O)(=O)c4ccc(C)cc4)CC3)CC2)c(OC)c1OC (centres undefined)	1523	1547
109	O=C1NCCC/C1=N/Nc1ccc(F)cc1	1547	1661
110	CCN(Cc1nc(-c2cccc(Cl)c2)no1)CC1CCCO1 (centres undefined)	1479	1746
111	CCC(C)c1ccc(NC(=S)NCc2cccnc2)cc1 (centres undefined)	1456	1714
112	COc1ccc(C(=O)NNC(=O)CSc2nnc(C)n2CC2CCCO2)cc1 (centres undefined)	1482	1820
113	N#CC(C#N)=Cc1cccn1-c1ccc(S(N)(=O)=O)cc1	1618	2145
114	O=C(Nc1ccccc1C(F)(F)F)c1c(F)cccc1Cl	1760	1736
115	CC(C)C[C@H](NC(=O)c1nc[nH]c1C(=O)NCc1ccccc1)C(=O)OC(C)(C)C	1717	1852
116	Cc1ccc(CSCC(=O)NN=C2CCN(C)CC2)cc1	1614	1902
117	O=C(CCc1ccccc1)NCCc1nc2ccccc2[nH]1	1454	1673
118	S=c1[nH]nc(CCc2nc3ccccc3[nH]2)n1-c1ccccc1	1583	1866
119	CCn1cc([N+](=O)[O-])c(C(=O)N2N=C(c3ccccc3)CC2c2ccc([N+](=O)[O-])cc2)n1 (centres undefined)	1580	1505
120	CNC(=S)N(C)[C@H]1c2c(ccc3ccccc23)OC[C@H]1CO	1426	1882
121	O=C(Cc1ccc(Cl)c(Cl)c1)Nc1cccc2ncccc12	1592	1583
122	COCCN(C(=O)CCl)C(C(=O)NC1CCCCC1)c1ccccc1C (centres undefined)	1623	1914
123	COc1ccc(NC(=O)/C=C/c2cccc(F)c2)cn1	1343	1378
